Bioassay records: PubChem BioAssay, National Center for Advancing Translational Sciences (NCATS)
Nrf2 block = Nrf2 qHTS screen for inhibitors | A549 ARE-Fluc reporter, luciferase luminescence, 18-24 h | Potency, µM (top dose mostly 46 µM), without a hit: top-dose activity change, negative = inhibition, actives largely listed as inhibitors | 360,000 tested, 2.1% active; further: potency means the concentration at half of the fitted maximal effect; on the % scale 0 is the no-effect control and ±100 the full control effect; nearly all actives have a fitted effect of over 60% in size
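In this cell-based qHTS, ARE-driven firefly luciferase in A549 cells reports Nrf2 activity; the luminescent signal after BugLite lysis is the measured value, with a prior CellTiter-Fluor read for cell health.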
EPAC2 ag = qHTS for Agonist of cAMP-regulated guanine nucleotide exchange factor 4 (EPAC2): primary screen | Rap guanine nucleotide exchange factor 4 (Homo sapiens), Q8WZA2 | EPAC2 activation, biochemical qHTS; response scale: 100% = 6.5 mM cAMP response | Potency, µM (titrated, usually from 154 µM), inactives show at the highest dose activation, hits mostly activators | 360,000 tested, 0.079% active; further: potency means the concentration at half of the fitted maximal effect; nearly all actives have a fitted effect of over 50% in size
Target sequence (Q8WZA2 whole entry, looked up): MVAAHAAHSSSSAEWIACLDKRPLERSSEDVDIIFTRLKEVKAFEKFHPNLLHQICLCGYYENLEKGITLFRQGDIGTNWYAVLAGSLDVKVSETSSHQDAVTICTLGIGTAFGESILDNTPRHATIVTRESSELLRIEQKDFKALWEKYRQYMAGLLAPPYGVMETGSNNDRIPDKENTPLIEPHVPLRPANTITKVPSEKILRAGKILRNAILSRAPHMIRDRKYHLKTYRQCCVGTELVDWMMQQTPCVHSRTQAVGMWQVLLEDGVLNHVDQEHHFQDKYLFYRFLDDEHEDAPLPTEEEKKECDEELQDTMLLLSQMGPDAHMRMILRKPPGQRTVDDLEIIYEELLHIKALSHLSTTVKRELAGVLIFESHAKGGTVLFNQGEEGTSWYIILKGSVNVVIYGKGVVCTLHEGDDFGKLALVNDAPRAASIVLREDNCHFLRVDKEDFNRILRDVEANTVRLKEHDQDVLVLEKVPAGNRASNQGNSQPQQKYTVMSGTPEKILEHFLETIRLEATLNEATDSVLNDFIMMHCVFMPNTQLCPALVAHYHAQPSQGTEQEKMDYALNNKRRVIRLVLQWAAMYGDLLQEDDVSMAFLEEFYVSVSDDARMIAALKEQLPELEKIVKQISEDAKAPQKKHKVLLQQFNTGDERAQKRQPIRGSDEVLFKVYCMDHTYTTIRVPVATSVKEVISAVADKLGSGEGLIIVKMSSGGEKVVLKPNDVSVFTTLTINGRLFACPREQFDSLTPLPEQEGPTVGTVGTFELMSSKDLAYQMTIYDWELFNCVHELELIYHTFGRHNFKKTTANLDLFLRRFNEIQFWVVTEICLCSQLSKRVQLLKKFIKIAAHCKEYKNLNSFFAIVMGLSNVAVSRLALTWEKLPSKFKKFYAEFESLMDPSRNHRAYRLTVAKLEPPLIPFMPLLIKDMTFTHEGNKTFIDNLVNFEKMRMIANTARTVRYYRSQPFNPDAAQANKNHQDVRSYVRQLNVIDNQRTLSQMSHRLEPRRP
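Compounds were titrated in qHTS against a Rap1B-BODIPY-GDP (250 nM) complex with EPAC2 (100 nM) and GDP (50 uM). BODIPY-GDP release tracked at 480/540 nm over 30 min at room temperature, normalized to 6.5 mM cAMP.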
Nrf2 activator = qHTS of Nrf2 Activators; AREc32 ARE-luciferase reporter (MCF7-derived line), luminescence, 24 h; Potency, µM (doses to about 46.1 µM), without a hit: at the highest dose activation, usual class: activators; 410,000 tested, 0.31% active; AID 624171, 2012; further: potency means the concentration at half of the fitted maximal effect; % of control where 0% means no effect; nearly all actives have a fitted effect of over 65% in size
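AREc32 cells carrying an ARE-driven firefly luciferase reporter were seeded at 1000 cells/well in OPTI-MEM with 5% FBS, then exposed to compound for 24 hr at 37 deg C. Luminescence was read with Steady-Glo after 30 min at RT.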
EPAC2 antag = qHTS for Antagonist of cAMP-regulated guanine nucleotide exchange factor 2 (EPAC2): primary screen; Potency, µM (highest dose often 114 µM), without a hit: top-dose activity, negative = inhibition, actives largely listed as inhibitors; Rap guanine nucleotide exchange factor 4 (Homo sapiens), Q8WZA2; EPAC2 GEF exchange of Rap1B-BODIPY-GDP, fluorescence; AID 720708, 2013; 360,000 tested, 0.18% active; further: potency means the concentration at half of the fitted maximal effect; on the % scale 0 is the no-effect control and ±100 the full control effect; nearly all actives have a fitted effect of over 45% in size; many of its hits are not listed in these tables
Akt phos inh = HTS Assay for Inhibitors of Akt Phophorylation: Primary Screen; Neuro2A IGF-stimulated pAkt S473 HTRF, 20 min; active compounds read low; activity change, % for hits at 50 µM; 360,000 tested, 0.32% active; AID 651550, 2012; in the data active means activity change below about -80%; inconclusive means mostly about -51% to -80%; further: on the % scale 0 is the no-effect control and ±100 the full control effect
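Neuro2A cells in DMEM with 0.5% FBS, overnight at 37 deg C, given compound at single 50 µM final, then IGF (6 nM final) for 20 min at 37 deg C. Lysed; phospho-Akt Ser473 by HTRF after 24 h, 665/615 ratio.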
Mm-Cpn inhibitor = Inhibitors of TCP-1 ring complex (TRiC) of Methanococcus maripaludis (MmCpn): qHTS; 330,000 tested, 0.031% active; purified Mm-Cpn ATPase, ADP Transcreener TR-FRET; AID 504842, 2011; Chaperonin Mm-Cpn (Methanococcus maripaludis); Potency, µM (doses to about 76.9 µM), without a hit: at the highest dose activity, negative = inhibition, usual class: inhibitors; further: potency means the concentration at half of the fitted maximal effect; on the % scale 0 is the no-effect control and ±100 the full control effect; nearly all actives have a fitted effect of over 80% in size
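Compound-treated chaperonin, 25 nM final, turns over 10 uM ATP at 37°C for 30 min following a 10 min preincubation; ADP generated competes with ADP-d2 for Eu-cryptate antibody, lowering FRET.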
TGFb SMAD3 inh = qHTS for Inhibitors of TGF-b. HepG2 CAGA-GFP TGF-b/SMAD3 reporter, GFP fluorescence, 18 h; TGF-beta stimulated, 500 pg/mL final. Potency, µM (series often up to 46.1 µM), inactives show top-dose activity, negative = inhibition, most hits filed as inhibitors. 410,000 tested, 1.2% active; further: potency means the concentration at half of the fitted maximal effect; on the % scale 0 is the no-effect control and ±100 the full control effect; nearly all actives have a fitted effect of over 65% in size
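Smad-responsive CAGA-GFP expression was quantified in HEPG2 cells exposed to compounds and 500 pg/mL final TGF-beta for 18 h at 37 degrees C; unstimulated wells defined full inhibition.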
CCT modulator = High-Throughput Screening for Modulators of Cytosolic Chaperonin Activity; purified chaperonin ATPase assay, HTRF ADP detection, 30 min; activity change, % (concentration not given with the values), hits read low; 360,000 tested, 0.3% active; AID 651819, 2012; in the data active means activity change below about -30%; further: on the % scale 0 is the no-effect control and ±100 the full control effect
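First, chaperonin was dispensed at 40 nM or 20 nM final depending on batch activity. Next, compounds were pinned at 76 uM and ATP added at 10 uM. After 30 min at 37 °C, ADP detection reagents ran 30 min at ambient temperature.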
A549 viability = Nrf2 qHTS screen for inhibitors: counterscreen for cytotoxicity | A549 ARE-Fluc cells, CellTiter-Fluor viability, 18-24 h | Potency, µM (top dose mostly 46 µM), for the others: top-dose activity change, negative = cytotoxicity, hits mostly inhibitors | 390,000 tested, 0.16% active; further: potency means the concentration at half of the fitted maximal effect; on the % scale 0 is the no-effect control and ±100 the full control effect
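A549 ARE_Fluc cells in 5% FBS OPTI-MEM were exposed to compounds in concentration-response for 18-24 h at 37 deg C. Viability was read by CellTiter-Fluor fluorescence (Ex 405/Em 525) after 30 min, before the luciferase read.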
Active calls of the source: *; i = inactive; ? = inconclusive; / = no result given; [ ] = dose if it differs, or a comment. Unless noted, the call rests on the fitted dose curve; in most records, active means well fitted curve in the direction sought with a large enough effect; inconclusive means small, poorly fitted or top-dose-only effect, or another doubt; inactive means no such curve, though single readings can be large; an effect the other way counts as inactive or inconclusive. Some of the compounds tested (hit frequency here may not be typical).

no.	canonical_smiles	Nrf2 block	EPAC2 ag	Nrf2 activator	EPAC2 antag	Akt phos inh	Mm-Cpn inhibitor	TGFb SMAD3 inh	CCT modulator	A549 viability
1	Cc1cc(C(=O)NNC(=S)NCc2ccccc2)cs1	17%	0%	1.5%	22%	i	?	?	2.0	6%
2	CCCCCCC(C)n1cc(C(C)=O)c(=O)n(C)c1=O (stereo not given)	-18%	6%	0.7%	-3%	i	-9%	-17%	-1.2	7%
3	CC(C)Cc1ccc(S(=O)(=O)Nc2ccccn2)cc1	-4%	4%	0.1%	-10%	i	2%	-12%	-0.3	-7%
4	CCOC(=O)C(=CNNc1ccsc1C(=O)OC)C(=O)OCC	4%	2%	?	-2%	i	-2%	-1%	-2.7	0%
5	NC(=O)C[C@@H]1NC(=O)[C@H](CCC(=O)O)NC(=O)c2cc([N+](=O)[O-])cc(I)c2OCC[C@@H](C(N)=O)NC1=O	23%	4%	0.8%	4%	i	-2%	1%	0.6	-15%
6	Cc1[nH]c(=O)[nH]c(=O)c1S(=O)(=O)Nc1ccc(Br)cc1F	2%	8%	-1.1%	-1%	i	3%	-2%	-0.3	-2%
7	CC1CCC(NC(=O)CN2C(=O)C3CC=CCC3C2=O)CC1 (stereo not given)	3%	2%	-0.9%	8%	i	0%	3%	1.1	-1%
8	CCCc1nc(SCC(=O)NCc2ccco2)c2c(=O)n(C)c(=O)n(C)c2n1	0%	6%	3.9%	8%	i	0%	-2%	-2.7	-4%
9	O=[N+]([O-])c1ccc(N(CC(O)CN2CCCCC2)S(=O)(=O)c2ccccc2)cc1 (stereo not given)	?	9%	-2.2%	2%	i	-9%	8%	-0.5	2%
10	COc1ccc(CCNc2c(N)n(Cc3ccccc3)c(=O)[nH]c2=O)cc1OC	-12%	16%	3.9%	7%	i	0%	?	-4.4	-8%
11	CN(C)S(=O)(=O)N(CC(=O)N1CCN(c2ccccc2)CC1)c1ccccc1	?	5%	0.2%	1%	i	-1%	7%	-3.3	-1%
12	O=C1OC(C(Cl)(Cl)Cl)Nc2ccccc21 (stereo not given)	/	2%	-1.2%	16%	i	/	3%	-5.7	/
13	COCC(C)n1c(SCC(=O)NC2CCCCC2C)nc2ccccc2c1=O (stereo not given)	-10%	8%	1.9%	-7%	i	2%	1%	-1.0	-6%
14	O=C(CCCc1ccccc1)N1CCc2ccccc21	?	15%	2.8%	-2%	i	1%	6%	-0.2	2%
15	CCOc1ccc(NC(=O)C2CCN(S(=O)(=O)c3cccnc3)CC2)cc1	-11%	3%	-0.3%	-2%	i	1%	-13%	1.2	-1%

Single records, from the list above.
O=C(CCCc1ccccc1)N1CCc2ccccc21 reads Nrf2 block: ?; EPAC2 ag: 15%; Nrf2 activator: 2.8%; EPAC2 antag: -2%; Akt phos inh: i; Mm-Cpn inhibitor: 1%; TGFb SMAD3 inh: 6%; CCT modulator: -0.2; A549 viability: 2%
CCOc1ccc(NC(=O)C2CCN(S(=O)(=O)c3cccnc3)CC2)cc1 reads Nrf2 block: -11%; EPAC2 ag: 3%; Nrf2 activator: -0.3%; EPAC2 antag: -2%; Akt phos inh: i; Mm-Cpn inhibitor: 1%; TGFb SMAD3 inh: -13%; CCT modulator: 1.2; A549 viability: -1%

The results go on.
no.	canonical_smiles	Nrf2 block	EPAC2 ag	Nrf2 activator	EPAC2 antag	Akt phos inh	Mm-Cpn inhibitor	TGFb SMAD3 inh	CCT modulator	A549 viability
16	NC(=O)COC(=O)c1cccc(NS(=O)(=O)/C=C/c2ccccc2)c1	-4%	0%	2.1%	7%	i	-2%	?	-4.5	-13%
17	COc1ccc(Cc2c(-c3ccccc3)nc3ccc(Cl)cn23)c(C)c1	/	11%	5.0%	-21%	i	/	?	1.0	/
18	CCOc1ccc(N(CC(=O)NCc2ccc(C)cc2)S(=O)(=O)c2c(C)noc2C)cc1	7%	/	0.2%	/	/	/	-31%	/	0%
19	COc1ccc([C@H]2C[C@H](O)[C@@H](n3cc(COC(=O)c4ccccc4)nn3)CN2C(=O)C2CCCCC2)cc1	/	1%	2.2%	-19%	i	/	-2%	-0.9	/
20	CCOc1ccc(NC(=O)c2cccc(OC(=S)N3CCC(C)CC3)c2)cc1	?	17%	1.4%	-8%	i	-2%	-11%	-1.9	-28%
21	Cn1cnnc1SCC(=O)Nc1sc2c(c1C#N)CCCCC2	?	1%	3.7%	-3%	i	-1%	-4%	-0.6	-9%[1.84 µM]
22	CCOC(=O)c1c(C)[nH]c(C(=O)CSc2ccccc2)c1C	?	-3%	-1.3%	6%	i	1%	?	-3.4	-9%
23	CCc1cccc2c(-c3ccccc3)nc(SCC(=O)Nc3ccccc3OC)nc12	25%	/	3.0%	/	/	/	-16%	/	6%
24	O=C(NCc1cccnc1)c1cnc2n(c1=O)CCS2	5%	15%	2.4%	-2%	i	1%	1%	-2.1	3%
25	Cc1cc(=O)[nH]c(SCC(=O)C23CC4CC(CC(C4)C2)C3)c1C#N	?	3%	6.8%	-10%	i	2%	?	0.5	?
26	CCNC(=S)N1CCC(c2nc3cc(C)c(C)cc3[nH]2)CC1	-2%	6%	2.3%	-5%	i	1%	10%	-4.3	-1%
27	Cc1ccc(-n2c(C)c(C)c3c(NCCO)ncnc32)cc1	?	1%	11%	-7%	i	-4%	0%	-0.4	6%
28	CCCN=C(Nc1ccc(Cl)cc1)c1cccnc1	-17%	-3%	-0.7%	5%	i	3%	0%	-2.3	0%
29	Cc1cc(SC2CCOC2=O)nc2ccccc12 (stereo not given)	-10%	8%	0.0%	4%	i	-1%	2%	-0.7	-3%
30	COc1ccc(-c2cc(C(F)F)n3ncc(C(=O)N4CCCc5ccccc54)c3n2)cc1	20%	0%	0.2%	6%	i	-2%	-1%	-2.3	1%
31	CCc1ccc(NS(=O)(=O)c2cccs2)cc1	-42%	12%	-0.2%	-4%	i	1%	0%	-16	14%
32	O=C1c2ccccc2C(=O)N1c1ncccn1	-7%	-3%	-0.3%	16%	i	1%	-7%	2.9	0%
33	Cc1cc(C)c(C)c(S(=O)(=O)N2CCC(C(=O)N(C)Cc3nc4ccccc4c(=O)[nH]3)CC2)c1C	?	-8%	-1.3%	-22%	i	/	?	0.4	-26%
34	CC(=O)N1CCc2cc(S(=O)(=O)NC(CC(C)C)C(=O)NCCc3ccc(C)cc3)ccc21 (stereo not given)	6%	/	-0.6%	/	/	/	0%	/	-3%
35	CC(=O)Nc1cc2c(cc1[N+](=O)[O-])-c1ccccc1C2=NO	7%	6%	?	4%	i	/	7%	0.5	-1%
36	CC(=O)N[C@H](Cc1c[nH]c2ccccc12)C(=O)O	7%	1%	-0.3%	3%	i	/	20%	-0.5	-1%
37	COc1ccccc1NC(=O)Cn1c(CCC(=O)O)ccc1-c1ccc(C)cc1	-9%	3%	2.3%	0%	i	-2%	-4%	-2.2	1%
38	Oc1ccc(-c2onc(C(F)(F)F)c2-c2cscn2)c(O)c1	15%	1%	-1.0%	2%	i	0%	?	1.1	-2%
39	Cc1ccc(/C=C(\C#N)C(=O)NCc2ccco2)o1	-15%	5%	4.1%	3%	i	1%	-9%	1.1	-15%
40	Cc1ccc(-n2c(=O)c(C#N)cc3c(=O)n4ccccc4nc32)cc1	20%	0%	2.1%	7%	i	0%	4%	0.8	14%
41	COc1ccc(S(=O)(=O)N2CCOC2CNC(=O)C(=O)NCc2ccc3c(c2)OCO3)cc1C (stereo not given)	/	4%	3.5%	-8%	i	/	1%	0.7	/
42	O=C(c1cc(C2CCCCN2S(=O)(=O)Cc2ccccc2)on1)N1CCOCC1 (stereo not given)	/	1%	-0.3%	9%	i	/	11%	0.6	/
43	O=C(CC(c1ccccc1)c1ccccc1)NCC(O)c1ccc([N+](=O)[O-])cc1 (stereo not given)	-1%	10%	3.0%	-20%	i	0%	-19%	-0.7	2%
44	Nc1c(S(=O)(=O)c2ccccc2)c2nc3ccccc3nc2n1/N=C/c1ccco1	5.8µM*	3%	0.2%	2%	i	0%	-1%	-2.0	-19%
45	CC(C)CNC(=O)[C@H]1N2C(=O)c3ccccc3C2SC1(C)C (stereo not given in full)	4%	11%	-1.1%	-1%	i	-23%	-18%	0.6	3%
46	Cc1ccc(NS(=O)(=O)c2ccccc2)c([N+](=O)[O-])c1	2%	9%	6.8%	-8%	i	/	27%	-1.9	-3%
47	COc1cccc(CNc2nc3nc(C)c(Cl)c(C)n3n2)c1	6%	11%	0.1%	5%	i	1%	?	-0.4	0%
48	CC(=NNC(=O)c1ccncc1)c1ccc(O)cc1O	?	5%	-0.3%	15%	i	/	-1%	-2.6	-15%
49	O=C(N/C(=C/c1cccc([N+](=O)[O-])c1)C(=O)N1CCOCC1)c1ccc(Br)cc1	19%	0%	0.2%	-4%	i	4%	5%	-1.8	6%
50	COc1ccc2c(c1)c(=O)c(C(=O)c1ccccc1)cn2Cc1ccccc1	1%	10%	-1.1%	0%	i	4%	-2%	0.4	3%
51	C=CCNC(=S)NNc1nc(Nc2ccccc2)nc(N2CCCCC2)n1	-7%	6%	5.1%	-10%	i	0%	?	-1.0	7%
